Cdc42 wt GTP – changes GTP binding to wildtype human Cdc42; 0.2% of 190,000 active; percent activity (GTP binding), % at 10 µM; GST-Cdc42 beads, Bodipy-GTP binding, flow cytometry; actives lie on both sides;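 active = percent activity GTP binding at least 20 points away from the 100% baseline, either down as inhibitor or up as activator; inconclusive = compound flagged as likely green fluorescent from well-wide comparison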;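 also: median bead fluorescence of bound Bodipy-FL-GTP at 100 nM; 0% = excess unlabeled GTP control and 100% = no compound control; below 100% means less GTP binding so inhibitor and above means activator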
Target sequence (P60953 whole entry, looked up): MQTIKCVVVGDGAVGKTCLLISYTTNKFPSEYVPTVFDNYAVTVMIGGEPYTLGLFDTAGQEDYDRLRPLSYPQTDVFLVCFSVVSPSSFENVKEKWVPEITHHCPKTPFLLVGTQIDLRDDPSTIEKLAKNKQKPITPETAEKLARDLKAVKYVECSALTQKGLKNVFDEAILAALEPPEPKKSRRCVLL
Rab2 wt GTP – changes GTP binding to wildtype dog Rab2A, up or down | GST-Rab2 wt beads, Bodipy-GTP binding, flow cytometry | GTP binding activity, % at 10 µM | 0.19% of 190,000 active;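 active = GTP binding activity at least 20 points away from 100%, either lowered or raised; inconclusive = signal likely due to the compound's own green fluorescence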;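 also: 0% = beads with excess unlabeled GTP and 100% = no-compound control corrected for plate trend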
Rac1 wt GTP bind – human Rac1 wildtype GTP binding, inhibitors and activators; P63000; GST-Rac1 beads, fluorescent GTP binding, flow cytometry; actives lie on both sides; 0 = cold GTP competed, 100 = untreated; GTP binding activity (% of control), % at 10 µM; 0.27% of 190,000 active;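 active = GTP binding activity at least 20 points away from the 100% control level, either lower or higher; inconclusive = compound flagged as likely green fluorescent, judged across all proteins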
GSH bead fluor – compound fluoresces at 488/530 nm on GSH beads; GSH beads flow cytometry, compound fluorescence 488/530 nm; stronger effect = higher value; fluorescence (KMESF) at 10 µM; 0.25% of 190,000 active; AID 1776; in the data active = fluorescence above about 89;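 also: glutathione beads carrying GST-tagged Bcl family fusion proteins plus one bare bead set; values are compound well signal with DMSO vehicle wells as background; inactives centre near 16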
Pf gametocyte – P. falciparum stage V gametocyte viability inhibition; P. falciparum stage V gametocytes, ATP luminescence, 24 h; inhibition, % at 10.9 µM; 0.065% of 150,000 active; AID 743093;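 active = inhibition above the mean plus 3 SD of compounds within the control limits, set per campaign, cut at about 38% in these data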;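 also: 0% = DMSO wells and 100% = medium only without gametocytes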
Rac1 act GTP bind – alters GTP binding to activated mutant human Rac1; P63000; GST-Rac1 activated beads, fluorescent GTP binding, flow cytometry; actives lie on both sides; 100% means binding = to untreated wells; percent activity (GTP binding), % at 10 µM; 0.11% of 190,000 active;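 active = GTP binding at least 20 percentage points away from the 100% baseline, in either direction, so actives lie on both sides; inconclusive = Compound likely fluorescent itself, or too few beads counted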
ABCG2 inh – blocks JC-1 efflux by human ABCG2 transporter. Q9UNQ0. IgMXP3 cells, flow cytometry. inhibition, % at 6.6 µM. 0.1% of 190,000 active;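 active = inhibition above 80%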;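 also: 0% = DMSO and 100% = nicardipine control wells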
Target sequence (Q9UNQ0 whole entry, looked up): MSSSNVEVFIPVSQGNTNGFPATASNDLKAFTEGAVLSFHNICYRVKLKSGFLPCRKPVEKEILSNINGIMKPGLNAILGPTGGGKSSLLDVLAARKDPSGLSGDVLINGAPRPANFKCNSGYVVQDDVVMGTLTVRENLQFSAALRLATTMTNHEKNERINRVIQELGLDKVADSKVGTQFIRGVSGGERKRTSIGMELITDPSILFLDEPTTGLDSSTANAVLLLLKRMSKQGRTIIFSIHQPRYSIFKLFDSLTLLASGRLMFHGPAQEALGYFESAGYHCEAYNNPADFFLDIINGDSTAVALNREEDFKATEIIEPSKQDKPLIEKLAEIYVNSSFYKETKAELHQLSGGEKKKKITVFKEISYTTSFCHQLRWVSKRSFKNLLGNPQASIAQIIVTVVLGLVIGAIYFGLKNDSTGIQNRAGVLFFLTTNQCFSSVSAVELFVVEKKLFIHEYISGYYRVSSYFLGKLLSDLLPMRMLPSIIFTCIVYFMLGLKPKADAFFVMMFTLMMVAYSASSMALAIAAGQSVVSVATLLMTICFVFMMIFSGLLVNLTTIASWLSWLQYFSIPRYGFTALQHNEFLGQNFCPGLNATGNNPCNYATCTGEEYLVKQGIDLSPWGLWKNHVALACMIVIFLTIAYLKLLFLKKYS
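Test system: IgMXP3 (ABCG2) plus far-red-tagged CCRF-Adr (ABCB1) cells / Amount: 3 million cells/mL in well / Reagent: JC-1 transporter substrate / Timing: 10 min compound exposure, 25 °C / Signal: flow cytometry, 530 nm JC-1 signal / Read-out: percent efflux inhibition, scaled nicardipine 100% to DMSO 0% / Benchmarks: nicardipine as high control, DMSO as low control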
Avidin bead fluor – avidin bead compound fluorescence profile. Avidin beads, compound fluorescence 488/530 nm, flow cytometry; stronger effect = higher value. fluorescence (KMESF) at 10 µM. 0.38% of 220,000 active. AID 1775; in the data active = fluorescence above about 47; also: inactives centre near 10
HRas wt GTP – changes GTP binding to wildtype human HRas | GTP binding activity, % at 10 µM | 0.14% of 190,000 active | GST-Ras wt beads, Bodipy-FL-GTP binding, flow cytometry; actives lie on both sides;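 active = GTP binding activity at least 20% away from the 100% baseline, either lowered as inhibitor or raised as activator; inconclusive = flagged as likely green fluorescent, judged across all proteins in the well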;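 also: 0% = unlabeled GTP competition control and 100% = no-compound control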
Target sequence (P01112 whole entry, looked up): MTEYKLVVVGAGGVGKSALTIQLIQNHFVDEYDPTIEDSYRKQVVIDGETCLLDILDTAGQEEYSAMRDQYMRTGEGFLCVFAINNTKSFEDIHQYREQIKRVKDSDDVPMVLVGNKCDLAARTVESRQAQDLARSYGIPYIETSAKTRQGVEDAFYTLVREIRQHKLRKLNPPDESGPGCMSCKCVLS
Rab7 wt modul – modulators of GTP binding to dog Rab7 wildtype GTPase. GST-Rab7 beads, fluorescent GTP binding, flow cytometry; actives lie on both sides; untreated = 100%, excess cold GTP = 0%. GTP binding activity (percent of control), % at 10 µM. 0.055% of 190,000 active;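 active = fluorescent GTP binding to Rab7 beads changed by at least 20 points from the 100% baseline, either direction, mostly lower; inconclusive = compound itself probably fluorescent, or too few beads counted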;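 also: median green fluorescence of bound Bodipy-FL-GTP per Rab7 bead population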
ABCB1 block – blocks JC-1 efflux by human ABCB1 transporter; P08183; CCRF-Adr cells, flow cytometry; inhibition, % at 6.6 µM; 0.067% of 190,000 active; AID 1326; in the data active = inhibition above about 40%;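 also: 0% = vehicle and 100% = reference inhibitor; higher value means more JC-1 retained so stronger ABCB1 efflux block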
An asterisk follows results filed as active; u = inconclusive; x = no result given.

SMILES | Cdc42 wt GTP | Rab2 wt GTP | Rac1 wt GTP bind | GSH bead fluor | Pf gametocyte | Rac1 act GTP bind | ABCG2 inh | Avidin bead fluor | HRas wt GTP | Rab7 wt modul | ABCB1 block
O=C(C1CC1)N1CCc2cc(Br)cc(S(=O)(=O)N3CCOCC3)c21 | 104 | 104 | 104 | 20 | x | 101 | 3 | 16 | 104 | 106 | 0.3
C#CCOCCOCCOCCNc1nc(N2CCOCC2)nc(N2CCN(C(=O)[C@H](Cc3cc4ccccc4[nH]3)n3cc([C@@H](N)C(C)CC)nn3)CC2)n1 (stereo not given in full) | 96 | 97 | 97 | 20 | x | 96 | -1 | 7 | 96 | 97 | -0.7
CC(NC(=O)C1CCCO1)c1ccccc1 (stereo not given) | 105 | 105 | 105 | 40 | 4 | 102 | 0 | 9 | 104 | 105 | 0.0
Cc1cc(NC(=O)Cn2nc(C)c([N+](=O)[O-])c2C)no1 | 107 | 101 | 97 | 20 | -5 | 95 | 0 | 11 | 99 | 102 | 0.3
O=C1CC(=C(c2ccccc2)c2ccccc2)C(=O)N1CCCCN1CCN(c2ccccc2)CC1 | 103 | 100 | 100 | 9 | x | 101 | 1 | 11 | 101 | 97 | 2.0
CCCN1CCN(CCCNC(=O)Cn2ncc3c4ccccc4n(C)c3c2=O)CC1 | 101 | 100 | 105 | 15 | x | 100 | 3 | 28 | 103 | 101 | 0.5
COc1cccc2cc(C(=O)NNC(=O)c3ccc(Br)cc3)c(=O)oc12 | 94 | 94 | 98 | 14 | -39 | 94 | 15 | 7 | 93 | 94 | 0.7
COC(=O)c1ccc(C)c(NC(=O)CN(c2ccccc2)S(=O)(=O)N(C)C)c1 | 100 | 103 | 102 | 18 | -8 | 96 | 8 | 12 | 102 | 107 | 1.1
CS(=O)(=O)N(CC(=O)Nc1ccccc1-c1ccccc1)c1ccccc1 | 99 | 101 | 100 | 12 | -4 | 95 | 3 | 7 | 99 | 107 | 1.5
O=C(NN1C(=O)c2ccccc2NC1c1ccc([N+](=O)[O-])o1)c1ccc([N+](=O)[O-])cc1 (stereo not given) | 99 | 98 | 103 | 18 | x | 94 | 4 | 10 | 99 | 99 | 0.2
O=C(Nc1ccc2c(c1)CCC2)c1cccc(F)c1 | 102 | 100 | 103 | 6 | 10 | 101 | 18 | 13 | 99 | 97 | 0.2
S=c1[nH]nc(-c2ccccn2)n1/N=C/c1ccccc1 | 98 | 97 | 99 | 22 | -21 | 100 | -5 | 12 | 99 | 97 | -0.7
CC(=O)CSc1nnc(-c2cnccn2)n1-c1ccccc1 | 100 | 101 | 103 | 39 | x | 99 | 1 | 6 | 102 | 103 | 0.5
COc1cccc(Nc2nc3ccccc3n3cnnc23)c1 | 102 | 100 | 103 | 24 | x | 101 | 8 | 6 | 101 | 102 | 0.5
CN(Cc1cn(-c2ccccc2)nc1-c1ccc(Cl)cc1)C(=O)CCC(=O)O | 97 | 93 | 94 | 4 | 7 | 95 | 0 | 13 | 96 | 99 | 0.2
CCCCC(=O)OCC(=O)c1[nH]c(C)c(C(C)=O)c1C | 100 | 97 | 97 | 27 | 7 | 94 | 9 | 13 | 99 | 96 | 0.6
O=C(NCc1ccncc1)c1cc(C(=O)C2CCCCC2)c[nH]1 | 97 | 98 | 99 | 13 | -20 | 96 | 8 | 12 | 98 | 99 | 1.4
COc1cc2c(cc1OC)C1=C(C#N)CC/C(=N\S(=O)(=O)c3ccccc3)N1CC2 | 100 | 96 | 103 | 25 | x | 99 | 8 | 6 | 99 | 95 | 3.7
C/C(=N\NC(=S)NC1CCCCC1)c1ccccc1 | 100 | 97 | 100 | 9 | -16 | 97 | 12 | 18 | 98 | 95 | -0.2
Cc1cccc(N2CCN(C(=O)CC(NC(=O)c3ccccc3)c3ccccc3)CC2C)c1 (stereo not given) | 103 | 97 | 103 | 19 | -17 | 102 | 4 | 14 | 100 | 103 | 1.4
Cc1cccc(OCCOC(=O)C2CCN(S(=O)(=O)c3cccs3)CC2)c1 | 102 | 100 | 100 | 7 | 8 | 101 | 6 | 16 | 100 | 101 | 1.8
CC(=O)c1cccc(NC(=O)CSc2nnc(-c3ccc(S(=O)(=O)N4CCCC4)cc3)o2)c1 | 101 | 100 | 99 | 4 | -13 | 98 | 0 | 6 | 99 | 98 | 0.0
CC1CN(c2ccccc2)C(=O)CS1 (stereo not given) | 99 | 96 | 97 | 17 | -17 | 99 | 11 | 8 | 98 | 97 | 1.3
O=C(/C=C/c1ccco1)Oc1cc(Br)cc(/C=N/NC(=O)c2ccccc2O)c1 | u | u | u | 7 | -9 | u | -1 | 2 | u | u | 0.1
O=C(CC1(O)C(=O)N(Cc2ccccc2Cl)c2ccccc21)c1ccco1 (stereo not given) | 96 | 94 | 95 | 13 | x | 94 | 3 | 15 | 98 | 97 | 0.6
COc1ccccc1OC(=O)c1ccc(SC)cc1OC | 104 | 101 | 114 | 9 | -2 | 100 | 3 | 8 | 105 | 105 | 0.4
COc1cc(CNCCNC(=O)c2nonc2N)ccc1OCc1ccc(Cl)cc1 | 95 | 98 | 101 | 24 | -10 | 98 | 2 | 11 | 98 | 100 | 0.8
CCN(C(=O)COC(=O)c1cc(S(=O)(=O)N2CCOCC2)c(Cl)cc1Cl)C1CCS(=O)(=O)C1 (stereo not given) | 97 | 94 | 98 | 11 | -8 | 95 | 1 | 13 | 97 | 96 | 0.3
COc1ccccc1C(=O)NCCn1ccc2ccccc21 | 94 | 95 | 95 | 21 | -7 | 95 | 6 | 23 | 94 | 95 | 0.4
Nc1nc(CCl)nc(Nc2ccccc2)n1 | 97 | 102 | 97 | 15 | -11 | 94 | 3 | 8 | 99 | 104 | 0.6
O=C(/C=C/c1ccc([N+](=O)[O-])cc1)NCCSc1ccccc1 | 97 | 94 | 96 | 38 | x | 91 | 8 | 7 | 96 | 96 | 0.5
O=C(c1cc(-c2cccs2)nc2ccccc12)N1CCN(c2ccccc2)CC1 | 99 | 97 | 97 | 27 | -8 | 98 | 5 | 8 | 98 | 102 | 3.2
O=C1c2ccccc2NC(c2ccccc2)N1c1ccc(O)cc1 (stereo not given) | 105 | 101 | 106 | 15 | -1 | 100 | 0 | 7 | 101 | 99 | -0.1
CCOC(=O)NNC(=O)C12CC3CC(CC(C3)C1)C2 | 98 | 99 | 98 | 25 | x | 96 | 0 | 23 | 99 | 102 | 0.2
CCC(C)[C@H](NC(=O)N1CCN(c2cccc(C(F)(F)F)c2)CC1)C(=O)OC (stereo not given in full) | 92 | 94 | 102 | 42 | x | 96 | 10 | 11 | 98 | 97 | 0.2
CC1CN(C(=S)SCCN2C(=O)CCC2=O)CC(C)O1 (stereo not given) | 96 | 97 | 97 | 11 | x | 96 | 0 | 10 | 95 | 96 | 0.1
COc1cc(OC)cc(C(=O)NCCOc2ccccc2)c1 | 100 | 100 | 104 | 45 | 5 | 98 | 11 | 3 | 97 | 104 | 0.5
COc1ccccc1NC(=S)N1CCCc2ccccc21 | 90 | 95 | 94 | 8 | 0 | 87 | 0 | 19 | 95 | 106 | -0.1
CCCCn1c(N)c(N(CC)C(=O)CCc2ccccc2)c(=O)[nH]c1=O | 105 | 102 | 106 | 5 | x | 103 | 1 | 0 | 102 | 99 | 0.0
N/C(=N\OC(=O)CN1C(=O)c2ccccc2C1=O)c1ccc(Br)cc1 | 94 | 94 | 97 | 20 | x | 93 | 5 | 9 | 97 | 96 | 1.0
CCn1ncc(/C=C/C(=O)Nc2c(C)nn(CC)c2C)c1C | 97 | 99 | 98 | 22 | x | 96 | 3 | 19 | 100 | 103 | 0.6
Cc1ccnc(Nc2nc3ccccc3o2)n1 | 104 | 101 | 105 | 28 | x | 102 | 5 | 5 | 102 | 101 | 0.4
Cc1ccc(C)c(C(=O)Nc2cc(C)nn2-c2nc(C)cc(C)n2)c1 | 89 | 92 | 92 | 11 | -9 | 91 | 12 | 12 | 94 | 98 | 5.7
CCCN(C(=O)c1cccs1)c1nnc(-c2ccncc2)s1 | 100 | 103 | 108 | 11 | x | 102 | 10 | 9 | 104 | 105 | 1.2
CC1CCCN(CC(O)COc2ccc3c(c2)OCO3)C1 (stereo not given) | 100 | 97 | 102 | 68 | 3 | 96 | 3 | 12 | 99 | 102 | 0.1
COc1ccc(C(=O)NNC(=O)CSc2nnc(C)n2C)cc1 | 110 | 102 | 107 | 9 | -10 | 103 | 1 | 10 | 104 | 101 | 0.2
OCC1(Cc2ccccc2C(F)(F)F)CCN(Cc2ccc3c(c2)CCO3)CC1 | 95 | 96 | 99 | 18 | -5 | 98 | 1 | 12 | 96 | 95 | 0.6
Cc1ccn2cc(CCNC(=O)C3CCCCC3)nc2c1 | 100 | 96 | 103 | 14 | x | 100 | 4 | 3 | 98 | 92 | 0.8
CCSc1nnc(NC(=O)CCc2ccc(OC)cc2)s1 | 99 | 97 | 102 | 6 | x | 98 | 2 | 2 | 99 | 101 | 0.2
NC(=O)N1CCC2(CC1)NC(=O)N(c1ccccc1)N2 | 105 | 101 | 103 | 11 | x | 99 | 0 | 11 | 98 | 100 | 0.1

2 entries from above, tab-delimited:
compound	Cdc42 wt GTP	Rab2 wt GTP	Rac1 wt GTP bind	GSH bead fluor	Pf gametocyte	Rac1 act GTP bind	ABCG2 inh	Avidin bead fluor	HRas wt GTP	Rab7 wt modul	ABCB1 block
CCSc1nnc(NC(=O)CCc2ccc(OC)cc2)s1	99	97	102	6	x	98	2	2	99	101	0.2
OCC1(Cc2ccccc2C(F)(F)F)CCN(Cc2ccc3c(c2)CCO3)CC1	95	96	99	18	-5	98	1	12	96	95	0.6

Next structures follow.
SMILES | Cdc42 wt GTP | Rab2 wt GTP | Rac1 wt GTP bind | GSH bead fluor | Pf gametocyte | Rac1 act GTP bind | ABCG2 inh | Avidin bead fluor | HRas wt GTP | Rab7 wt modul | ABCB1 block
CCN(CC)C(=O)C(=O)c1cccn1-c1cccc(-n2cccc2C(=O)C(=O)N(CC)CC)c1C#N | 102 | 100 | 101 | 9 | -9 | 100 | 1 | 4 | 99 | 98 | 0.4
COc1cccc(OCCNC(=O)Nc2cc(F)c(F)cc2Cl)c1 | 92 | 95 | 95 | 13 | -13 | 90 | 20 | 11 | 98 | 104 | 0.2
CC1=CC(C)C2C(=O)N(CCCN(C)C)C(=O)C2C1 (stereo not given) | 101 | 101 | 104 | 41 | x | 97 | 3 | 9 | 102 | 97 | 0.6
CCC(=O)OCc1c(C(F)(F)F)nn(C)c1Oc1cccc(C(F)(F)F)c1 | 99 | 98 | 103 | 14 | x | 99 | 2 | 9 | 98 | 97 | 0.4
